Bioassay records as filed in PubChem BioAssay.
sdo1 growth = growth rescue of sdo1-depleted yeast, primary screen, S. cerevisiae, bone marrow failure model. z-score at 10 µM. S. cerevisiae sdo1-depleted JHY4D growth rescue, OD600 30 h; stronger effect = higher value; pdr5 snq2 efflux-pump mutant strain. AID 817, 2007. hit rate 0.21% among 140,000;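 active = z-score above 3 at both the 24 hr and the 30 hr optical density reads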;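 also: z-score against mean and SD of all compound wells on the same plate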
INS promoter inh = inhibitors of insulin promoter-driven GFP, primary screen, imaging, TRM-6 cells (human fetal islet line), eGFP reporter, cell count. reporter expression induced with tamoxifen. inhibition, % at 2 µM. hit rate 0.9% among 130,000. AID 1273, 2008;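 active = inhibition above the mean plus 3 SD, with well images judged a real hit on visual review, cut at about 60% in these data, passing the limit was not always enough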
sdo1 growth Rescue 24 h = also measured in sdo1 growth; calls as there; z-score; S. cerevisiae sdo1-depleted JHY4D growth rescue, OD600; measured here: growth rescue at 24 h;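 0 is the plate mean of compound wells and units are plate SD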
* hit, by the source's call; . = not tested or not shown; & = joins results of further samples.

SMILES | sdo1 growth | sdo1 growth Rescue 24 h | INS promoter inh
Cc1c(Cl)cccc1NC(=O)CC(C(=O)O)C1CCCO1 (stereo not drawn) | -0.29 | -1.69 | .
CCOC(=O)c1c(NC(=O)CSc2nnc(-c3ccc(C)cc3)o2)sc(C(C)=O)c1C | -1.64 | -0.02 | -1.4
CC(C)CCNC(=O)CCNS(=O)(=O)c1ccc(Cl)cc1 | 0.75 | 0.32 | 47.6
Cc1cccc(-c2n[nH]c(=S)n2/N=C/c2ccc(C)o2)c1 | -1.59 | -1.8 | 11.1
COc1cccc(CNn2c(-c3cccc(C)c3)nc3ccccc3c2=O)c1 | -0.84 | -0.5 | -16.7
CC1(C(=O)NC2CCCC2)CCC(=O)N1Cc1ccccc1Cl (stereo not drawn) | 0.51 | 0.22 | -32.3
CC(C)Cn1c(=O)[nH]c2ccccc21 | 0.41 | 0.42 | 15.6
O=C(O)CCCCCN1C(=O)C(O)=C(C(=O)/C=C/c2ccccc2)C1c1cccc([N+](=O)[O-])c1 (stereo not drawn) | . | . | -11.6
CCOc1ccc(Nc2ncnc3c2cnn3-c2ccccc2)cc1 | -1.08 | -0.44 | .
CCC1(CC)Nc2ccccc2C(=O)N1c1ccc(NC(C)=O)cc1 | 1.44 | 0.35 | .
C/C(=N\NC(=O)C(C)Nc1cccc(Cl)c1)c1ccc([N+](=O)[O-])cc1 (stereo not drawn) | -0.55 | -1.04 | 46.7
COc1cc(/C=N/n2cnnc2)ccc1OCc1ccc(C)cc1 | -0.02 | 0.52 | 41.9

Shown in CSV form: six of the compounds above.
SMILES,sdo1 growth,sdo1 growth Rescue 24 h,INS promoter inh
CC(C)Cn1c(=O)[nH]c2ccccc21,0.41,0.42,15.6
O=C(O)CCCCCN1C(=O)C(O)=C(C(=O)/C=C/c2ccccc2)C1c1cccc([N+](=O)[O-])c1 (stereo not drawn),.,.,-11.6
CCOc1ccc(Nc2ncnc3c2cnn3-c2ccccc2)cc1,-1.08,-0.44,.
CCC1(CC)Nc2ccccc2C(=O)N1c1ccc(NC(C)=O)cc1,1.44,0.35,.
C/C(=N\NC(=O)C(C)Nc1cccc(Cl)c1)c1ccc([N+](=O)[O-])cc1 (stereo not drawn),-0.55,-1.04,46.7
COc1cc(/C=N/n2cnnc2)ccc1OCc1ccc(C)cc1,-0.02,0.52,41.9

More results
SMILES | sdo1 growth | sdo1 growth Rescue 24 h | INS promoter inh
S=C(NCc1ccco1)Nc1ccc(Cl)cc1Cl | -0.23 | -0.61 | 10.3
Nc1ccn(Cc2ccccc2F)n1 | . | . | 57.1
O=c1c(S(=O)(=O)c2ccc(Cl)cc2)cn(Cc2ccccc2)c2ccc(F)cc12 | -0.58 | -0.58 | -40.0
Cc1noc(C)c1COC(=O)CCC(=O)c1ccc(F)cc1 | 1.19 | 1.42 | 5.6
COc1ccc(C)cc1S(=O)(=O)Nc1cccc(SC)c1 | -1.76 | -1.22 | 55.3
COc1ccc(N(CC(=O)NC(C)C)S(=O)(=O)c2ccc(NC(C)=O)cc2)cc1 | 0.51 | 0.29 | .
Cc1nc2sccn2c(=O)c1Cl | 1.5 | -0.33 | .
CC(C)CN(CCC(=O)O)CC(C)C | -0.04 | -0.32 | 13.3
NS(=O)(=O)c1cccc(NC(=O)CSc2ccccn2)c1 | 0.21 | 0.13 | 20.0
O=C(COc1ccc(C(=O)c2ccccc2)cc1)NCC1CCCCC1 | -0.9 | -1.11 | 12.5
Cc1cccc(C)c1NC(=O)/C(C#N)=C/c1cccs1 | -1.44 | -1.31 | -13.2
Cn1cc(CN(Cc2ccccn2)C[C@@H]2CCC(=O)N2)c(-c2ccccc2F)n1 | . | . | -4.3
Cn1c(=O)[nH]c(=O)c2c1nc(N1CCCCC1)n2CCSc1nc2ccccc2o1 | -0.57 | -0.9 | .
O=C(NCc1ccccc1)Nc1cccn(Cc2cccc(F)c2)c1=O | -0.46 | -0.69 | 13.5
Cc1nnc(SCC(=O)N/N=C/c2ccc(-c3ccc(C)c(Cl)c3)o2)s1 | -1.03 | -0.52 | 26.5
CCOC(=O)c1c(C)[nH]c(C(=O)OCC(=O)N2CCN(S(=O)(=O)c3ccccc3)CC2)c1C | -0.13 | -0.55 | 17.9
CC(C)n1c(N2CCN(CC(=O)NCc3cccs3)CC2)nc2ccccc21 | -0.7 | -0.73 | -33.3
CCN(CC)c1ccc(NC(=O)CSc2nc3ccccc3c(=O)n2-c2cc(S(=O)(=O)N(C)C)ccc2C)cc1 | -0.41 | -0.46 | 46.0
Cc1ccc(C(=O)C(=S)N2CCOCC2)cc1 | 1.13 | 0.68 | -13.8
CC(C)CC(=O)NC(=S)Nc1ccccn1 | 0.19 | 0.17 | 21.7
COc1cc(C2C(C(=O)/C=C/c3ccccc3)=C(O)C(=O)N2c2ccccn2)ccc1O (stereo not drawn) | . | . | 35.0
CC(=O)Oc1cccc(N2C(=O)C3CC=CCC3C2=O)c1 (stereo not drawn) | 1.13 | 0.51 | 59.3
O=C(O)C1CCN(c2ccc(Cl)nn2)CC1 | . | . | 23.1
Cc1ccc(-n2c(C)cc(/C=N\NC(=O)CC(=O)NC(C)C)c2C)cc1 | 0.39 | -0.6 | 1.6
CCN1CCN(C(c2cccnc2)c2cc(Cl)c3cccnc3c2O)CC1 (stereo not drawn) | 0.1 | 0.33 | 16.3
CC(C)(C)C(=O)N1CCN(c2ccc(Cl)cc2[N+](=O)[O-])CC1 | 1.07 | 0.97 | 0.0
CCn1c(C)c(C(C)=O)c(N2CCC(C(N)=O)CC2)nc1=S | 1.14 | 1.44 | 14.7
ON1C2CCCCC2N(O)C1c1ccccc1C(F)(F)F (stereo not drawn) | -0.05&0.27 | -0.87&-0.4 | -31.7
CCOC(=O)C(NC(=O)CC)(Nc1ccc(S(=O)(=O)Nc2ncccn2)cc1)C(F)(F)F (stereo not drawn) | -0.16 | -0.5 | .
CC(=O)c1ccc(NC(=O)c2noc3c2CCCCC3)cc1 | -0.46 | -0.68 | -10.0
COc1ccc(C(=O)NC2CC3CCCC(C2)N3CC(C)C)cc1OC (stereo not drawn) | 1.28 | 1.27 | -25.0
Cc1csc(-c2cnn(-c3ccccc3)c2NC(=O)c2ccccc2)n1 | -1.89 | 0.05 | .
CCOC(=O)c1c(N)sc(C(=O)N2CCOCC2)c1C | 2.03 | 3.32 | 19.1
CC(=O)c1c(C)[nH]c(C(=O)Nc2nc(-c3ccccc3)c(C)s2)c1C | -1.78 | -2.06 | 29.4
CCN(CC)c1ccc(NC(=O)CN2CCN(CC(=O)Nc3ccc(F)cc3)CC2)cc1 | -0.68 | -0.89 | .
CCOC(=O)COc1c(-c2ccc(OC)cc2)oc2ccccc2c1=O | -0.89 | -0.2 | -134.5
O=C(COc1ccccc1)Nc1sc2c(c1C(=O)NCc1cccnc1)CCCC2 | -2.19 | -1.6 | -21.4
COc1cccc2c(=O)n(CC(=O)Nc3ccc(F)cc3F)ccc12 | 1.15 | 1.36 | .
CCC(C)(C)NC(=O)C(c1ccccc1F)N(Cc1ccco1)C(=O)c1csnn1 (stereo not drawn) | -0.48 | -0.39 | -85.7
Cc1ccc(C)c(SCC(=O)OCC(=O)Nc2ccc(S(=O)(=O)N3CCOCC3)cc2)c1 | -0.74 | -0.78 | 45.5
Cc1oc(-c2ccccc2)cc1C(=O)Nc1ccc2ccccc2c1 | 0.47 | 1.38 | -5.1
Cc1cc(C)c(-c2c(O)c3cnn(-c4ccccc4)c3[nH]c2=O)c(C)c1 | 1.21 | 0.98 | 66.7*
COC(=O)C1=C(C(=O)OC)SC2(S1)C(C(=O)OC)=C(C(=O)OC)SC1=C2c2cc(C)cc(C)c2NC1(C)C | -0.79 | 0.48 | .
CCOc1ccc2nc(SCc3ccc(OC)cc3)sc2c1 | -0.51 | -0.68 | 6.2
COc1ccc(S(=O)(=O)NCC(=O)Nc2cccc(C)c2C)cc1OC | . | . | -5.9
Cc1ccc2sc(NNC(=O)c3cc(-c4cccs4)nc4ccccc34)nc2c1C | -1.91 | -0.12 | 55.0
Cc1cccc(-n2[nH]c(C)c(C=Nc3ccc4[nH]c(=O)[nH]c4c3)c2=O)c1 | 0.93 | 0.71 | 46.7
COc1cc(CCC(=O)Nc2ccc(Cl)c(C(F)(F)F)c2)cc(OC)c1OC | -0.09 | 0.45 | -276.9
Cc1ccc(S(=O)(=O)NC(=O)c2cccn2C)cc1 | 0.22 | -0.13 | 44.1
O=C(CN(CC1CCCO1)C(=O)c1nsc(Cl)c1Cl)NC1CCCC1 (stereo not drawn) | . | . | -85.7
COCC(C)NC(=O)c1ccccc1[N+](=O)[O-] (stereo not drawn) | -0.52 | -0.41 | -25.0
NCCc1cnc[nH]1 | 0.11&0.48 | -0.09&0.3 | -9.5&14.3
Cc1ccc(S(=O)(=O)NCC(=O)N(CC(=O)NC2CCCCC2)Cc2ccco2)cc1 | -0.15 | -0.25 | 47.4
COC(=O)C(NC(C)=O)(Nc1ccc(Br)cc1)C(=O)OC | 0.39 | 0.61 | 46.1
COc1ccc(-c2coc3cc4oc(=O)c5ccccc5c4cc23)cc1F | -1.7 | -0.6 | -148.2
COc1ccc(N=C2C(=Nc3ccc(OC)cc3)N(c3ccccc3)C(=S)N2C(=O)c2ccc(Cl)cc2)cc1 | -0.6 | -0.04 | -318.8
COCc1[nH]nc2c1C1(C(=O)Nc3ccc(F)cc31)C(C#N)=C(N)O2 (stereo not drawn) | 0.45 | -0.01 | .
O=C(Cn1cnc2ccccc2c1=O)N(Cc1ccco1)c1ccc(O)cc1 | 0.89 | -0.25 | .
CC1CCCC(NC(=O)NC(=O)CCl)C1C (stereo not drawn) | -0.75 | 0.37 | 23.1
COc1cc(NC(=S)N2CCCC(CO)C2)c(OC)cc1Cl (stereo not drawn) | 0.66 | 0.46 | -40.0

Of the compounds above, three contain a CF3 group:
SMILES | sdo1 growth | sdo1 growth Rescue 24 h | INS promoter inh
ON1C2CCCCC2N(O)C1c1ccccc1C(F)(F)F (stereo not drawn) | -0.05&0.27 | -0.87&-0.4 | -31.7
CCOC(=O)C(NC(=O)CC)(Nc1ccc(S(=O)(=O)Nc2ncccn2)cc1)C(F)(F)F (stereo not drawn) | -0.16 | -0.5 | .
COc1cc(CCC(=O)Nc2ccc(Cl)c(C(F)(F)F)c2)cc(OC)c1OC | -0.09 | 0.45 | -276.9

Further structures follow:
SMILES | sdo1 growth | sdo1 growth Rescue 24 h | INS promoter inh
CC(=O)Nc1ccc(NC(=O)C(C)n2nc([N+](=O)[O-])c(Br)c2C)cc1 (stereo not drawn) | 0.19&1.9 | -0.05&2.5 | .
C/C(=N\NC(=S)NCc1ccccc1)c1ccc(Cl)cc1 | -0.8 | -0.12 | -28.6
Cc1cc(C)c(NC(=O)c2oc3ccccc3c2COc2ccccc2)c(C)c1 | -0.56 | -1.25 | -11.8
O=C(NC1CCCc2c1cnn2-c1ccc(F)cc1F)c1ccccn1 (stereo not drawn) | . | . | 20.0
Cc1occc1C(=O)Nc1ccccc1NC(=O)c1ccoc1C | . | . | -12.5
COc1cc([C@@H]2[C@H]3CNCC=C3C(C#N)=C(N)C2(C#N)C#N)ccc1OC(C)C | 1.38 | 1.24 | -200.0
CCN(CC)S(=O)(=O)c1ccc(N2CCCC2)c(NS(=O)(=O)c2ccc([N+](=O)[O-])cc2)c1 | 0.14 | -0.34 | .
CNC(=O)CN(c1cccc2ccccc12)S(C)(=O)=O | 0.61 | -0.25 | 46.7
C[C@]12C[C@H](O)[C@H]3[C@@H](CCC4=CC(=O)CC[C@@]43C)[C@@H]1CC[C@@H]2C(=O)CO | -0.21 | -0.22 | 42.9
CCOc1ccc2nnc(-c3ccc(Br)cc3)n2n1 | -0.6 | 0.23 | 60.5
CCCCCC(=O)Nc1cccc2ccccc12 | . | . | -14.3
CCc1ccccc1Nc1nc(N)nc(CSCC(=O)Nc2ccc(C)c(C)c2)n1 | -1.26 | -1.55 | 45.5
COc1cccc(C2CC(c3cccc(OC)c3)n3nc(N)nc3N2)c1 (stereo not drawn) | 0.97 | 0.48 | .
Cc1ccc(-c2sc(-c3ccccc3)nc2CC(=O)Nc2ccccc2F)cc1 | -0.13 | 1.23 | 31.2
CC(=O)Nc1sc(C)c(C)c1C(=O)OC(C)C | -1.44 | -1.32 | 8.3
CCCOc1ccc(/C=C/C(=O)Nc2ccc([N+](=O)[O-])cc2)cc1 | -1.37 | 0.18 | 12.9
O=S(=O)(NCC1OCCc2ccccc21)c1ccccc1 (stereo not drawn) | -0.79 | -0.52 | 28.6
COC(=O)CSc1nnc(-c2ccc(NS(=O)(=O)c3ccccc3)cc2)o1 | -1.15 | -1.29 | .
Cc1cc(C(=O)NCCCN2CC(C)CC(C)C2)n(-c2ccccc2)n1 (stereo not drawn) | 0.98 | 0.47 | .
COc1ccc(C(=O)NCc2ccc3c(c2)cc(C)n3C)cc1OC | . | . | -14.3
CCCn1cc(CN2CCCC(C(=O)c3cccc(OC(C)C)c3)C2)c(C)n1 (stereo not drawn) | . | . | 30.4
O=C1c2ccccc2C(=O)N1CCc1csc(-c2cccc(F)c2)n1 | -1.06 | -0.8 | 18.2
CCOC(=O)Cn1nc(C)c([N+](=O)[O-])c1C | . | . | -107.1
Cc1ccc(CSCCNC(=O)c2ccc(C)cc2)cc1 | . | . | -20.0
COCCNS(=O)(=O)c1cc(Br)ccc1OC | 0.61 | 0.16 | 25.7

Some of the compounds tested, so the mix of outcomes need not match the whole.
